AID2073 = inhibitors of Mint1-CaV2.2 protein interaction, biochemical, HTRF (AID 2073) | Voltage-dependent N-type calcium channel subunit alpha-1B (Homo sapiens) | HTRF protein-protein interaction, Mint1-CaV2.2; higher % means a stronger effect | 290,000 compounds, 0.19% hits | inhibition, % at 20 µM; hits with a dose series show IC50 in µM; in the data active = inhibition mostly above about 51%, no sharp cut-off; inconclusive = no clear call, values can overlap the other calls; inactive = mostly below about 53%; note: some results filed as inactive read as strong as hits
SIAH1 antagonists = Siah-1 peptide-binding antagonists, primary screen, biochemical, fluorescence polarization, rhodamine-plectin, uHTS (AID 1817); displacement, % at 20 µM; hits with a dose series show IC50 in µM; E3 ubiquitin-protein ligase SIAH1 (Homo sapiens); 290,000 compounds, 0.02% hits; Siah-1 / rhodamine-plectin peptide fluorescence polarization; higher % means a stronger effect;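 active = displacement of at least 50% at 20 µM, with a fluorescence ratio check between 0.3 and a set limit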;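 note: plate controls were Siah plus tracer with DMSO for no effect and tracer alone without Siah for full effect; strong numbers were not always called active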
XIAP antagonists = XIAP antagonists, biochemical, IAP family, fluorescence polarization (AID 1018); E3 ubiquitin-protein ligase XIAP (Homo sapiens); XIAP BIR domain, fluorescence polarization peptide displacement; higher % means a stronger effect; displacement, % at 20 µM, or IC50 in µM where a hit was titrated; 200,000 compounds, 0.007% hits; in the data active = displacement above about 50%; note: a part of the inactive calls stands beside numbers as strong as those of hits
P. falciparum M1AAP = P. falciparum M1AAP inhibitors, biochemical, fluorogenic H-Leu-NHMec substrate, 1536-well (AID 1445) | Aminopeptidase N (Plasmodium falciparum (isolate 3D7)) | 220,000 compounds, 0.42% hits | recombinant M1AAP, H-Leu-NHMec fluorogenic kinetic assay; higher % means a stronger effect | inhibition, % at 30 µM, or IC50 in µM where a hit was titrated;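 active = primary inhibition above the hit cutoff, then over 50% inhibition at one or more dose response concentrations, cut at about 23% in these data, passing the limit was not always enough; inconclusive = conflicting primary data, or primary hits not chosen for dose response; inactive = low primary inhibition, or under 50% at every dose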;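 note: plate controls were DMSO full reaction for no effect and no enzyme background for full effect; strong numbers were not always called active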
M17LAP inhibition = P. falciparum M17LAP inhibitors, primary screen, biochemical, fluorogenic H-Leu-NHMec substrate, 1536-well (AID 1619). recombinant M17LAP, H-Leu-NHMec fluorogenic kinetic assay; higher % means a stronger effect. 220,000 compounds, 0.38% hits. inhibition, % at 30 µM, or IC50 in µM where a hit was titrated. Leucine aminopeptidase (Plasmodium falciparum (isolate 3D7));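 active = compound inhibiting the enzyme by more than half at any dose during confirmatory dose-response retesting; inconclusive = strong single-dose inhibitors picked by rank but not retested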;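 note: plate controls were full reaction with DMSO carrier for no effect and no enzyme background for full effect; strong numbers were not always called active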
LYP inhibition = inhibitors of LYP phosphatase, biochemical, fluorescence intensity, uHTS (AID 1779); Tyrosine-protein phosphatase non-receptor type 22 (Homo sapiens); inhibition, % at 11.5 µM; hits with a dose series show IC50 in µM; recombinant LYP phosphatase, fluorescence intensity; higher % means a stronger effect; 290,000 compounds, 0.054% hits;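 note: plate controls were vehicle with enzyme for no effect and no enzyme for full effect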
HEK293 NOD2/NF-kB = NOD2 signaling inhibitors, cell-based, luminescence, uHTS, HEK293 (AID 1566) | HEK293 NOD2/NF-kB luciferase reporter, luminescence; higher % means a stronger effect | inhibition, % at 4 µM, or EC50 in µM where a hit was titrated | 290,000 compounds, 0.63% hits; note: many of its hits are not listed in these tables
Lipid droplet = inhibitors of hepatocyte lipid droplet formation, primary screen, imaging, high-throughput imaging, BODIPY stain; AML12 mouse hepatocytes, oleate lipid droplets; inhibition, % at 6.5 µM; 240,000 compounds, 0.4% hits; AID 1656, 2009;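 active = lipid droplet intensity inhibited by at least 50%, with more than 500 cells counted; inconclusive = wells with under 300 cells, treated as cytotoxic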
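material = mouse AML12 hepatocyte cell line, fixed after treatment | also added = 100 µM oleic acid challenge | doses = compound at 6.5 µM only | schedule = overnight exposure | technique = Image-based BODIPY and DAPI two-channel analysis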
CSM14.1 death rescue = rescue of cells from ER stress-induced death, primary screen, 384-well, CSM14.1, thapsigargin, ATP luminescence (AID 1222). CSM14.1 thapsigargin-induced death rescue, ATP luminescence; higher % means a stronger effect. 190,000 tested, under 10 active. cellular ATP content (survival), % at 20 µM; hits with a dose series show EC50 in µM;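 active = EC50 below 50 µM in the dose-response confirmation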;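 note: death triggered by thapsigargin at about 15 µM added after 2 h compound pretreatment; cell ATP read after overnight thapsigargin exposure of roughly 18 to 22 hours; normalized against plate controls of thapsigargin alone and 5% DMSO vehicle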
Lipid droplet cells 6.5 µM = also measured in Lipid droplet; calls as there; cell count; measured here: cell count, cytotoxicity flag;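 cells counted across two imaged fields per well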
* = called active by the depositor; ? = inconclusive; nt = no result given. Cut-off read from the data, not from the text of the source, unless noted: active = inhibition above about 50%; inactive = the rest. An excerpt; the hit share may differ from the screen's.

Below each compound: AID2073	SIAH1 antagonists	XIAP antagonists	P. falciparum M1AAP	M17LAP inhibition	LYP inhibition	HEK293 NOD2/NF-kB	Lipid droplet	Lipid droplet cells 6.5 µM	CSM14.1 death rescue
O=C(CC1C(=O)NCCN1Cc1cccc(Oc2ccccc2)c1)NCCc1ccncc1 (stereo unspecified)
→ 6%	4%	-6.0%	0%	3%	-9%	26%	25	747	-0.9%
CCOC(=O)c1cc(S(=O)(=O)N2CCC(C)CC2)cn1C
→ 4%	-5%	nt	nt	nt	-12%	11%	9	723	nt
CCOc1ccc(Cl)cc1/C=C1/C(=O)ON=C1C
→ 41%	2%	nt	nt	nt	-4%	3%	-10	413	nt
CC(C)CC(=O)NC(=S)Nc1ccc(S(=O)(=O)NC(C)(C)C)cc1
→ -17%	4%	-1.5%	8%	6%	1%	8%	16	665	-0.4%
CCOc1nc(N=C(N)N)nc2c(C)cccc12
→ 2%	3%	-1.9%	7.4µM*	-49%	-8%	9%	nt	nt	-0.9%
Cc1cccc(C)c1NC(=O)CSc1nc(C)c(CC(=O)c2ccc(Br)cc2)c(C)c1C#N
→ 39%	-3%	-6.6%	-2%	-5%	4%	-48%	nt	nt	-0.9%
CCS(=O)(=O)c1ccc(O)c(NC(=O)Nc2ccccc2OC)c1
→ 7%	3%	nt	4%	3%	-1%	11%	-4	715	nt
O=C(O)CCN1C(=O)c2ccc(NC(=O)CSc3ccc(Cl)cc3)cc2C1=O
→ 7%	17%	nt	nt	nt	-7%	-8%	10	832	nt
Cc1cc(=O)[nH]c(SCC(=O)c2ccccc2)c1C#N
→ 60%	-3%	-5.1%	5%	17%	-2%	-1%	-1	736	-0.5%
Nc1c(C(=O)c2ccccc2O)cnn1-c1ccc(S(=O)(=O)N2CCOCC2)cc1[N+](=O)[O-]
→ 29%	-2%	-3.4%	2%	2%	2%	13%	14	701	-1.2%
Cc1nn(Cc2ccccc2)c(Cl)c1C(=O)OCC#N
→ 8%	5%	-3.9%	-3%	8%	3%	17%	-2	696	2.0%
Cc1ccc(C)c(S(=O)(=O)NCC(=O)N2CCCC2)c1
→ 10%	-3%	nt	nt	nt	-8%	8%	-11	767	nt
O=C(Nc1ccc(F)cc1)C1C(c2ccccc2)C1(Cl)Cl (stereo unspecified)
→ -4%	5%	-0.5%	-1%	-14%	-6%	-4%	-3	650	-9.1%
O=C(NCCNC(=O)c1cc(Cl)ccc1Cl)c1cnccn1
→ 8%	6%	nt	nt	nt	-9%	6%	-17	757	nt
Cc1cc(NC(=O)CSc2ccc(-c3ccc(Br)cc3)nn2)no1
→ 27%	13%	nt	nt	nt	-7%	-12%	-14	775	nt

Later entries.
Below each compound: AID2073	SIAH1 antagonists	XIAP antagonists	P. falciparum M1AAP	M17LAP inhibition	LYP inhibition	HEK293 NOD2/NF-kB	Lipid droplet	Lipid droplet cells 6.5 µM	CSM14.1 death rescue
CN(C)S(=O)(=O)c1cc(NC(=O)CN2CCc3ccccc32)ccc1Cl
→ 8%	-2%	-8.4%	9%	14%	-2%	-5%	2	708	-2.0%
O=C(NC(CC(=O)N1CCN(c2ccccc2)CC1)c1ccccc1)c1ccccc1Cl (stereo unspecified)
→ 4%	0%	-1.6%	?	-8%	-2%	1%	-6	664	5.8%
O=C(N/N=C/c1ccc(O)c(O)c1)N/N=C/c1ccc(O)c(O)c1
→ -38%	27%	nt	nt	nt	2%	5%	13	897	nt
Cc1cc(C)cc(C(=O)Nc2ccc(NC(=O)Cc3ccccc3)cc2)c1
→ 16%	5%	-7.6%	4%	1%	-4%	-4%	15	684	1.7%
COC(=O)c1nn(-c2ccccc2)c(=O)cc1Sc1ccc(Cl)cc1
→ 9%	8%	-1.4%	4%	-4%	-5%	11%	nt	nt	-0.3%
Cc1nc(C)n(C(=O)N(c2ccccc2)c2ccccc2)n1
→ 0%	8%	-1.9%	-5%	-2%	0%	0%	-10	649	nt
O=C(c1ccncc1)N1CCCC(N2CCN(c3ccc(F)cc3)CC2)C1 (stereo unspecified)
→ 8%	4%	nt	nt	nt	-10%	-5%	-7	634	nt
CC(C)C(NC(=O)C1CCCCC1)C(=O)NC1CCN(Cc2ccccc2)CC1 (stereo unspecified)
→ 6%	0%	-4.4%	-6%	5%	-8%	19%	nt	nt	2.5%
COc1cccc(C(=O)Nc2nnc(S(=O)(=O)N(C)Cc3ccccc3)s2)c1
→ 11%	14%	nt	nt	nt	-6%	43%	13	710	nt
c1ccc(-c2nnc3sc(-c4ccncc4)nn23)cc1
→ 0%	2%	-5.4%	11%	0%	0%	-6%	7	733	-1.1%
CCO/C=C/C(=O)N(C)CCC#N
→ -3%	7%	0.2%	7%	-13%	-14%	6%	nt	nt	0.8%
C/C=C/C(=O)Nc1cccc(C2=NOC3(C2)C[C@@H](C(N)=O)N(C(=O)C(c2ccccc2)c2ccccc2)C3)c1 (stereo partly specified)
→ 6%	4%	nt	-1%	-14%	-7%	14%	nt	nt	nt
N#Cc1nc(-c2ccco2)oc1N1CCC(Cc2ccccc2)CC1
→ 3%	4%	-5.0%	9%	0%	0%	16%	nt	nt	1.8%
O=C(CCCCCN1C(=O)c2cccc3cccc(c23)C1=O)NC1CCS(=O)(=O)C1 (stereo unspecified)
→ 14%	-1%	nt	4%	-2%	-6%	16%	7	699	nt
O=C(COc1ccc(Cl)cc1Cl)NCCSc1ccc(Cl)cc1
→ -2%	-1%	-4.7%	3%	-4%	4%	-8%	-1	731	4.0%

Going on with the list.
Below each compound: AID2073	SIAH1 antagonists	XIAP antagonists	P. falciparum M1AAP	M17LAP inhibition	LYP inhibition	HEK293 NOD2/NF-kB	Lipid droplet	Lipid droplet cells 6.5 µM	CSM14.1 death rescue
N#Cc1c(-c2ccco2)nc(SCC(=O)Nc2cccc(Cl)c2)[nH]c1=O
→ 44%	2%	-1.6%	20%	2.5µM*	6%	2%	nt	nt	-1.3%
Cc1ccc(C(=O)NCCc2ccccn2)cc1S(=O)(=O)N1CCOCC1
→ 4%	-1%	nt	6%	7%	-9%	14%	2	721	nt
CC(C)Cn1c(N)c(C(=O)COC(=O)c2cccnc2Cl)c(=O)n(C)c1=O
→ 4%	-5%	-5.0%	7%	-9%	-6%	9%	4	709	-0.5%
Cc1cc(/C=C2\SC(=S)NC2=O)cc(C)c1O
→ 13%	0%	nt	19%	9%	-2%	-138%	-14	637	nt
N#C/C(=N\Nc1ccccc1)C(=N)N1CCCCC1
→ 16%	2%	-4.3%	-2%	1%	-5%	-82%	6	692	-4.5%
Cc1cc(-c2n[nH]c(=S)n2/N=C/c2ccc(Br)s2)n[nH]1
→ -10%	2%	0.4%	17%	8%	3%	4%	27	610	0.9%
COc1cc(-c2noc(C)c2C#CC2(O)CCCCC2)cc(OC)c1OC
→ 9%	-2%	nt	nt	nt	-4%	-1%	1	794	nt
CCCCCC(=O)NC(NC(=S)Nc1ccc(S(N)(=O)=O)cc1)C(Cl)(Cl)Cl (stereo unspecified)
→ -14%	-2%	-0.2%	11%	4%	6%	-10%	nt	nt	-1.2%
COC(=O)CC(NC(=O)c1cccs1)c1ccc(OC)c(OC)c1 (stereo unspecified)
→ 27%	15%	-5.8%	-1%	-6%	0%	6%	6	689	-1.0%
N#Cc1ccc(C23CC4(C2)[C@H](CN(Cc2cccnc2)[C@@H]4c2ccccc2)C3c2ccccc2)cc1 (stereo partly specified)
→ 13%	-2%	nt	11%	5%	6%	-10%	-3	690	nt
CCCc1cc(C(=O)NC2CCCCC2)no1
→ 6%	-4%	-6.6%	5%	-4%	-3%	-32%	7	675	0.9%
O=C(CN1C(=O)CSc2ccccc21)N/N=C/c1ccco1
→ 4%	1%	nt	3%	2%	1%	2%	-5	702	nt
Cc1cccc(OCc2nc(-c3cccnc3)no2)c1
→ 0%	5%	-1.2%	4%	6%	7%	-15%	4	589	-1.3%
O=C(O)c1ccc(CNCc2ccc(Cl)cc2)cc1
→ -2%	3%	-1.3%	13%	20%	-8%	-6%	10	640	-0.8%
CC(=O)Nc1ccc(OCC(O)CN2CCN(c3cc(Cl)ccc3C)CC2)cc1 (stereo unspecified)
→ 5%	-1%	-1.8%	-3%	-1%	-3%	-45%	16	804	-3.1%

(cont.)
Below each compound: AID2073	SIAH1 antagonists	XIAP antagonists	P. falciparum M1AAP	M17LAP inhibition	LYP inhibition	HEK293 NOD2/NF-kB	Lipid droplet	Lipid droplet cells 6.5 µM	CSM14.1 death rescue
Cc1cccc(C(=O)N/N=C/c2ccc[nH]2)c1
→ -2%	1%	-5.6%	11%	44%	-7%	-2%	9	693	0.3%
CC(=O)Nc1ccc(S(=O)(=O)N(Cc2cccnc2)Cc2cc3ccccc3[nH]c2=O)cc1
→ 1%	9%	nt	nt	nt	-8%	28%	3	670	nt
COc1ccc(C(=O)c2c(C)oc3cc([N+](=O)[O-])c(O)c([N+](=O)[O-])c23)cc1
→ 0%	9%	-1.6%	12%	-230%	1%	22%	0	645	-0.1%
CC(=O)Cc1cc(=O)c2c(C)cc(O)c(C3OC(CO)C(O)C(O)C3O)c2o1 (stereo unspecified)
→ 16%	-4%	nt	4%	5%	-2%	-2%	-9	687	nt
O=c1c2cc(-c3ccccc3)sc2nc2n1N=C(c1ccccc1)CS2
→ -31%	7%	nt	-2%	-9%	-1%	-79%	-11	622	nt
N#CC1(C#N)C(C(=O)C23CC4CC(CC(C4)C2)C3)C12CCOCC2 (stereo unspecified)
→ -8%	6%	-2.5%	2%	-1%	-3%	10%	20	680	0.0%
Cc1ccc(-c2noc(CN(C(=O)c3cccc(Br)c3)C(C)C)n2)cc1
→ 1%	5%	-2.8%	0%	-4%	0%	14%	nt	nt	0.3%
CCN(CC)S(=O)(=O)c1ccc2c(c1)c(=O)c(C(=O)NCc1cccs1)cn2C
→ -3%	2%	-8.2%	7%	-4%	3%	10%	2	760	-1.9%
CC(=O)c1cc(OC(=O)N2CCOCC2)ccc1OC(=O)N1CCOCC1
→ 0%	2%	-5.1%	0%	-6%	-2%	4%	nt	nt	-0.8%
O=C(COc1ccc(Cl)cc1)Nc1ccc(NC(=O)c2ccco2)cc1
→ 24%	14%	nt	nt	nt	-10%	6%	19	797	nt

Screens (PubChem)
